Bfl-1 Bim block: human Bim-Bfl-1 interaction inhibition | Q16548 | Bead-based flow cytometry, Bim-Bfl-1 binding inhibition | inhibition, % at 10 µM | actives 0.12% (n = 190,000) | AID 1008;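 further: 0% = wells without compound plus tracer and 100% = blocker peptide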
RGS8-Gao reg: modulates binding of RGS8 to human Galphao. P09471. multiplexed bead flow cytometry; actives lie on both sides. response (percent of control binding), % at 10 µM. actives 0.34% (n = 220,000); in the data active means response below about 60% or above about 140%; inactive means in between;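 further: Galphao activated as the GDP aluminium fluoride complex binding bead-coupled RGS8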
Mcl-1 Bim block: disrupts Bim peptide binding to human Mcl-1; inhibition, % at 10 µM; Q07820; Bead-based flow cytometry, Bim peptide-Mcl-1 binding; actives 0.1% (n = 190,000); AID 1009;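 further: 0% = no compound tracer wells and 100% = peptide blocker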
Target sequence (Q07820 whole entry, looked up): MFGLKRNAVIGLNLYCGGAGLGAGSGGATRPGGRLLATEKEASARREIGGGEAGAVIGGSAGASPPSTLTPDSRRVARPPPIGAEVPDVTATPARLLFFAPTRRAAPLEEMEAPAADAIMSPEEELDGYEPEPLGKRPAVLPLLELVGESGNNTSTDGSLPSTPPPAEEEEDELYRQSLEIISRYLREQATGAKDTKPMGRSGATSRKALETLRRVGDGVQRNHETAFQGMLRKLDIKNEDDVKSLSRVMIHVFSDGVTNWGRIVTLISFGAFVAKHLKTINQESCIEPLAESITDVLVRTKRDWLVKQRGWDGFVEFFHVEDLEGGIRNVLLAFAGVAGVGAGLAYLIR
Bcl-B Bim block: disrupts Bim peptide binding to human Bcl-B | Q9HD36 | bead-based flow cytometry | inhibition, % at 10 µM | actives 0.073% (n = 190,000) | AID 951;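 further: 0% = tracer peptide without compound and 100% = reference inhibitor peptide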
Target sequence (Q9HD36 whole entry, looked up): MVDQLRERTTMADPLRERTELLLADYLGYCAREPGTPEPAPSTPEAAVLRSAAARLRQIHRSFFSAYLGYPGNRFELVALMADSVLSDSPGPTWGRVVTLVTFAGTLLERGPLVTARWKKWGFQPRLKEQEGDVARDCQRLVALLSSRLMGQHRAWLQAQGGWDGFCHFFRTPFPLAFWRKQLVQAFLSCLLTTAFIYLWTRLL
Mcl1 Noxa PPI: Mcl-1/Noxa interaction inhibition | inhibition, % at 21.7 µM | TR-FRET Mcl-1/Noxa peptide binding, 2 h | actives 1.5% (n = 220,000) | Q07820;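 active means compounds that cut the protein-peptide binding signal by more than 50% relative to plate controls in a single-dose test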;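 further: His-tagged Mcl-1 with rhodamine Noxa BH3 peptide and terbium anti-His antibody; 0% = Mcl-1 plus Noxa peptide wells and 100% = peptide-only wells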
Mcl1-Bid inh: disrupts binding of human Mcl-1 to Bid peptide; AID 1021; inhibition, % at 21.7 µM; actives 0.97% (n = 220,000); TR-FRET Mcl-1/Bid-Dy647 peptide binding, 1536-well; Q07820;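 active means compounds that cut the binding signal by more than half at the single screening dose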;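 further: His-tagged Mcl-1 with europium anti-His antibody binding Bid BH3 peptide; 0% = Mcl-1 plus peptide wells and 100% = peptide-only wells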
Bcl-XL Bim block: disrupts Bim peptide binding to human Bcl-XL; Q07817; bead flow cytometry, fluorescence; inhibition, % at 10 µM; actives 0.04% (n = 190,000)
Target sequence (Q07817 whole entry, looked up): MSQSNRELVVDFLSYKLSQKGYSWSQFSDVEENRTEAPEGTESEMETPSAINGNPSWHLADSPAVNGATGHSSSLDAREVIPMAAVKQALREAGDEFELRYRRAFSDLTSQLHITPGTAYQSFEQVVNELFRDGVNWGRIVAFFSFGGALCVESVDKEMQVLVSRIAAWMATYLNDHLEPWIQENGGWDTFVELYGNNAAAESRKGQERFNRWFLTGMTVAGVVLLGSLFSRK
RGS7-Gao: regulators of human RGS7-Galphao interaction. P09471. Multiplexed bead flow cytometry, RGS7-Galphao binding; actives lie on both sides. binding response (% of control), % at 10 µM. actives 0.35% (n = 220,000). AID 1439; in the data active means binding response below about 49% or above about 150%; inconclusive means no clear call, values can overlap the other calls; inactive means in between;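 further: fluorescent Galphao held in activated GDP-AlF4 state binding bead-coupled RGS7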
Bim-Bcl-W: human Bim-Bcl-W interaction inhibition. bead-based flow cytometry, Bim peptide-Bcl-W binding. inhibition, % at 10 µM. actives 0.02% (n = 190,000). AID 952;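 further: 0% = bound tracer without compound and 100% = peptide blocker; higher means less fluorescent Bim peptide bound to Bcl-W beads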
Target sequence (Q92843 whole entry, looked up): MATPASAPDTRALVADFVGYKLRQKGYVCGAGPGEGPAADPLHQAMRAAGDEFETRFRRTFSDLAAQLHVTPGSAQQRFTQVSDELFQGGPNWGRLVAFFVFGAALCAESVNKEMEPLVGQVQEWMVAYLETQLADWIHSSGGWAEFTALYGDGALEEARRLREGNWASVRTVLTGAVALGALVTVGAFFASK
RGS4-Gao reg: modulates binding of RGS4 to human Galphao; P09471; Multiplexed bead flow cytometry; actives lie on both sides; binding response (% of control), % at 10 µM; actives 0.33% (n = 220,000); AID 1415; in the data active means binding response below about 49% or above about 150%; inactive means in between;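 further: fluorescent Galphao activated with aluminum fluoride binding bead-coupled RGS4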
Bim-Bcl-2: disrupts Bim peptide binding to human Bcl-2. P10415. Bead-based flow cytometry, Bim peptide-Bcl-2 binding. inhibition, % at 10 µM. actives 0.06% (n = 190,000). AID 950; in the data active means inhibition above about 40%; inconclusive means no clear call, values can overlap the other calls;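 further: 0% = no compound wells with probe peptide and 100% = reference peptide inhibitor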
Starred values were filed as active, the others as inactive; ? = inconclusive; / = no result given. Unless noted, no stated cut-off is given here; in the data, active means inhibition above about 40%.

SMILES	Bfl-1 Bim block	RGS8-Gao reg	Mcl-1 Bim block	Bcl-B Bim block	Mcl1 Noxa PPI	Mcl1-Bid inh	Bcl-XL Bim block	RGS7-Gao	Bim-Bcl-W	RGS4-Gao reg	Bim-Bcl-2
O=C(Cc1cccs1)N(Cc1ccco1)C1(C(=O)NC2CCCCC2)CCCCC1	0	102	0	-1	-12	-61	-1	93	-1	100	-1
C/C(=N\NC(=O)C1COc2ccccc2O1)c1ccc(C)o1 (configuration not stated)	-9	103	0	-1	6	-13	-6	103	7	103	-3
COc1ccc([N+](=O)[O-])cc1NC(=S)NC(NC(=O)Cc1ccc(OC)c(OC)c1)C(Cl)(Cl)Cl (configuration not stated)	0	96	2	-2	-4	-6	4	93	2	91	1
CC(C)(C)n1ncc2c(=O)n(CC(=O)NCc3ccccc3Cl)cnc21	0	99	4	3	11	-7	-2	103	0	104	0
CCC1CCCCN1CCCNC(=O)C1CCC(=O)N1Cc1ccc(C)cc1 (configuration not stated)	-4	100	-2	0	-4	-17	0	104	0	102	0
CCC(C)(C(=O)NC1CCCC1)N(Cc1cccs1)C(=O)Cc1cccs1 (configuration not stated)	2	99	0	0	16	-21	-2	95	1	96	0
Cc1onc(-c2c(Cl)cccc2Cl)c1C(=O)NCCCN1CCOCC1	-9	102	-5	-7	14	-19	-9	101	-7	99	-10
O=S1(=O)CC(O)C(Nc2ccccc2Cl)C1 (configuration not stated)	-5	100	1	-5	-19	9	0	99	4	97	0
Cc1ccc(NC(=O)CCN2CCN(C/C=C/c3ccccc3)CC2)cc1	4	92	-1	1	12	-19	5	102	2	103	-1
CC(=O)Nc1ccc(C2(O)COc3ccccc3O2)cc1 (configuration not stated)	-13	100	-7	-7	19	-22	11	102	-1	103	-7
Cc1ccc(CNC(=O)COc2ccc(S(=O)(=O)NC(C)C)cc2)cc1	0	99	-2	0	3	-6	-7	100	-6	98	0
Cc1ccc(-c2nc(NCc3ccco3)n(C(=O)c3ccco3)n2)cc1	-4	105	-4	-5	10	2	-3	110	-7	103	-2
Nc1nnc(SCC(=O)NCc2ccc3c(c2)OCO3)s1	-13	102	-5	-9	15	-12	-10	100	-3	102	-10
Cc1ccccc1NC(=O)C1C2CCC(O2)C1C(=O)O (configuration not stated)	4	103	3	0	17	8	1	106	1	102	6
Cc1ccc(S(=O)(=O)c2c(COC(=O)c3ccccc3Cl)c(-c3ccccc3)nn2C)cc1	0	91	0	0	21	8	0	88	-1	102	0
CN(N)c1ccc2c(C(F)(F)F)cc(C(F)(F)F)nc2n1	-5	98	0	-2	3	-31	-2	?	-3	96	-4
O=C(OCC(=O)N1CCc2ccccc21)c1cccc(S(=O)(=O)N2CCCc3ccccc32)c1	0	104	-2	0	24	-32	0	101	-2	102	0
Cc1noc(C)c1S(=O)(=O)N1CCC(C(=O)NCCC2=CCCCC2)CC1	-1	99	2	2	4	-5	-1	97	1	97	-1
Cn1cc(C(=O)C(=O)N2CCCc3ccccc32)c2ccccc21	-2	103	1	-4	-8	-32	-2	104	-5	104	0
CCCCCn1c(SCCN2CCOCC2)nc2c1c(=O)[nH]c(=O)n2C	0	99	-3	-11	1	2	-6	120	-4	100	-2

Compounds listed so far that contain a thiophene ring, fused or not, in the order listed:
SMILES	Bfl-1 Bim block	RGS8-Gao reg	Mcl-1 Bim block	Bcl-B Bim block	Mcl1 Noxa PPI	Mcl1-Bid inh	Bcl-XL Bim block	RGS7-Gao	Bim-Bcl-W	RGS4-Gao reg	Bim-Bcl-2
O=C(Cc1cccs1)N(Cc1ccco1)C1(C(=O)NC2CCCCC2)CCCCC1	0	102	0	-1	-12	-61	-1	93	-1	100	-1
CCC(C)(C(=O)NC1CCCC1)N(Cc1cccs1)C(=O)Cc1cccs1 (configuration not stated)	2	99	0	0	16	-21	-2	95	1	96	0

(next part)
SMILES	Bfl-1 Bim block	RGS8-Gao reg	Mcl-1 Bim block	Bcl-B Bim block	Mcl1 Noxa PPI	Mcl1-Bid inh	Bcl-XL Bim block	RGS7-Gao	Bim-Bcl-W	RGS4-Gao reg	Bim-Bcl-2
Cc1cc(N2CCN(c3ccccn3)CC2)n2cc(-c3ccccc3)nc2n1	-7	101	0	-2	5	-13	-5	96	0	99	-8
Cc1ccc(S(=O)(=O)N2CCN(CC(=O)N/N=C\C(Cl)=C\c3ccccc3)CC2)cc1	-13	100	-2	-7	7	1	-6	99	-2	100	-3
COc1ccc(F)c(CN2CCC(N3CCC(C(=O)N4CCOCC4)CC3)CC2)c1	-5	101	2	-3	0	-46	-2	?	-2	101	-5
COCCN1C(=O)c2cc(C(=O)Nc3ccc(OC)c(OC)c3)ccc2C1Nc1ccc(OC)c(OC)c1 (configuration not stated)	12	98	0	-8	17	-43	-2	98	6	99	-3
CCOC(=O)N1CCC(N2C(=O)c3ccccc3C2Nc2cc(C(=O)OC)cc(C(=O)OC)c2)CC1 (configuration not stated)	-5	92	-7	-3	9	-15	-5	88	-4	94	-1
C/C(CC(=O)Nc1ccccc1[N+](=O)[O-])=N\NC(=O)COc1ccccc1C	-2	98	3	-2	1	-63	2	93	-1	93	1
COc1ccc(NC(=O)CCCN(C)S(=O)(=O)c2ccc(C)cc2)cc1	-3	100	-5	-6	5	0	-6	102	-4	101	-6
O=C(CCN1CCN(Cc2ccccc2)CC1)NNC(=O)Cc1ccc(Cl)c(Cl)c1	-2	102	0	0	-10	-7	-3	100	-1	101	0
COc1cccc(NC(=O)Nc2cccc(C(=O)O)c2)c1	-3	98	0	-3	4	-28	-3	100	-1	96	0
Cc1ccc(C(=O)Oc2ccccc2N2C(=O)C3CCCCC3C2=O)cc1 (configuration not stated)	-15	99	-6	-14	0	-31	-11	98	-3	98	-9
O=C(O)CC12CC3CC(C1)CC(n1ncc(NCC4CCCO4)c(Cl)c1=O)(C3)C2 (configuration not stated)	/	96	/	/	2	-5	/	?	/	92	/
Cc1cc(/C=N/NC(=O)c2cccs2)c(C)n1-c1cnccn1	-6	97	-1	-3	25	-75	-6	94	-3	99	-7
Cc1cn(C2CC3OCC3O2)c(=O)[nH]c1=O (configuration not stated)	-11	105	0	-7	-14	10	14	103	4	106	-7
O=C(COC(=O)CNC(=O)c1cccc(F)c1)NCCC1=CCCCC1	-6	100	-7	-8	9	-4	-6	101	-3	99	-9
Cc1cccc(-n2c(Cc3ccccc3)nnc2SCC(=O)N2CCOCC2)c1	-10	100	2	-4	6	-36	0	99	3	97	-3
O=C(NCC1CCCO1)c1ccc(NS(=O)(=O)c2cccc([N+](=O)[O-])c2)cc1 (configuration not stated)	-1	99	-1	-5	-4	-9	0	103	-1	101	0
COc1ccc(CC(=O)N2N=C(C)CC2(O)c2cccnc2)cc1OC (configuration not stated)	-17	95	-2	-7	13	-2	-3	90	-5	92	-4
O=S(=O)(c1ccccc1)c1nc(-c2cccs2)oc1NCC1CCCO1 (configuration not stated)	-1	100	-1	-2	-6	-28	-2	99	0	101	-1
O=C(c1ccc2c(c1)OCO2)N(c1ccc(F)cc1)C1C=CS(=O)(=O)C1 (configuration not stated)	-1	100	1	-2	-29	-12	-1	96	-4	100	0
COCCCn1c(=NC(C)=O)c(C#N)cc2c(=O)n3cccc(C)c3nc21	/	96	/	/	7	-26	/	?	/	93	/
CCOc1ccc(NC(=O)CSC2=NCCN2)cc1	1	98	0	-5	26	-13	-2	101	-1	104	0
O=C(Nc1ccccc1)c1ccc2c(c1)OCO2	-14	102	0	-10	7	2	-6	96	0	104	-9
O=C(Nc1ccccc1C(=O)Nc1nncs1)c1ccccc1	/	97	/	/	-8	-15	/	?	/	96	/
CCCCNC(=S)N(C)/N=C/c1ccccc1F	-2	101	-2	-1	7	-11	-4	101	0	100	-2
CCC(C)n1c(=O)c(C(=O)Nc2ccccc2S(N)(=O)=O)c(O)c2ccccc21 (configuration not stated)	-2	98	-1	-1	-8	-22	-1	93	-1	92	0
Nc1ccccc1-c1nnc(SCc2ccccc2F)[nH]c1=O	-8	101	2	-2	5	-15	-3	91	0	91	-8
CC(=O)Nc1cccc(C(=O)Nc2ccccc2N2CCOCC2)c1	-1	104	0	0	-1	-4	0	104	-4	99	-3
O=C(Nc1ccc2c(c1)OCO2)c1cc2nc(C3CC3)cc(C(F)(F)F)n2n1	-9	96	5	0	16	-51	2	90	2	86	0
O=C(CCN1C(=O)C2CCCCC2C1=O)Nc1nc(-c2ccc(F)c(F)c2)cs1 (configuration not stated)	-7	106	-3	-4	4	-30	-5	110	-3	103	-1
O=C(O)c1cc(-c2ccc(/C=N/Nc3ccc(Cl)cc3)o2)ccc1Cl	-14	100	0	-9	47	39	-15	101	1	100	-9
CCOC(=O)C1CCCN(Cc2c(C(=O)N3CCOCC3)nc3ccccn23)C1 (configuration not stated)	-5	101	-1	-2	8	-70	-1	97	-4	103	-2
COC(=O)C1C2C=CC3(CN(c4ccc(Cl)c(F)c4)C(=O)C13)O2 (configuration not stated)	-7	104	2	-3	-3	-7	-2	104	1	101	-5

Three entries from above in a different format:
Screens in order – Bfl-1 Bim block, RGS8-Gao reg, Mcl-1 Bim block, Bcl-B Bim block, Mcl1 Noxa PPI, Mcl1-Bid inh, Bcl-XL Bim block, RGS7-Gao, Bim-Bcl-W, RGS4-Gao reg, Bim-Bcl-2
O=C(O)c1cc(-c2ccc(/C=N/Nc3ccc(Cl)cc3)o2)ccc1Cl
 : -14, 100, 0, -9, 47, 39, -15, 101, 1, 100, -9
CCOC(=O)C1CCCN(Cc2c(C(=O)N3CCOCC3)nc3ccccn23)C1 (configuration not stated)
 : -5, 101, -1, -2, 8, -70, -1, 97, -4, 103, -2
COC(=O)C1C2C=CC3(CN(c4ccc(Cl)c(F)c4)C(=O)C13)O2 (configuration not stated)
 : -7, 104, 2, -3, -3, -7, -2, 104, 1, 101, -5

Limited to Bcl-XL Bim block, Bim-Bcl-2 and Mcl1 Noxa PPI, for 6 of the compounds above:
Compound | Bcl-XL Bim block | Bim-Bcl-2 | Mcl1 Noxa PPI
CCOC(=O)N1CCC(N2C(=O)c3ccccc3C2Nc2cc(C(=O)OC)cc(C(=O)OC)c2)CC1 (configuration not stated) | -5 | -1 | 9
O=C(Cc1cccs1)N(Cc1ccco1)C1(C(=O)NC2CCCCC2)CCCCC1 | -1 | -1 | -12
Cc1noc(C)c1S(=O)(=O)N1CCC(C(=O)NCCC2=CCCCC2)CC1 | -1 | -1 | 4
Cc1onc(-c2c(Cl)cccc2Cl)c1C(=O)NCCCN1CCOCC1 | -9 | -10 | 14
Cc1ccccc1NC(=O)C1C2CCC(O2)C1C(=O)O (configuration not stated) | 1 | 6 | 17
O=C(OCC(=O)N1CCc2ccccc21)c1cccc(S(=O)(=O)N2CCCc3ccccc32)c1 | 0 | 0 | 24

Screening data: PubChem, several laboratories
